CDK5 inh: blocks human CDK5/p35 kinase activity; Q00535+Q15078; Recombinant CDK5/p35, ADP-Glo luminescence, 60 min; inhibition, % at 10 µM; 330,000 tested, 0.01% active; AID 488839;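 active means highest replicate inhibition of at least 50% and at least 75% of replicates reaching 50%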;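 further: plate controls were DMSO neutral control for no effect and GW8510 at 10 µM for full effect; many of its hits are not listed in these tables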
SR-BI DiI inh: inhibitors of mouse SR-BI mediated HDL lipid uptake. ldlA[mSR-BI] CHO cells, DiI-HDL uptake fluorescence, 3 h. 320,000 tested, 0.96% active. inhibition, % at 12.5 µM. Q61009;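 active means mean replicate inhibition of at least 70% and a set share of replicates each scoring 70 or more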;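 further: 0% = median of neutral control wells and 100% = median of positive control wells; values of inactives mirror those of a sister screen read the other way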
Target sequence (Q61009 whole entry, looked up): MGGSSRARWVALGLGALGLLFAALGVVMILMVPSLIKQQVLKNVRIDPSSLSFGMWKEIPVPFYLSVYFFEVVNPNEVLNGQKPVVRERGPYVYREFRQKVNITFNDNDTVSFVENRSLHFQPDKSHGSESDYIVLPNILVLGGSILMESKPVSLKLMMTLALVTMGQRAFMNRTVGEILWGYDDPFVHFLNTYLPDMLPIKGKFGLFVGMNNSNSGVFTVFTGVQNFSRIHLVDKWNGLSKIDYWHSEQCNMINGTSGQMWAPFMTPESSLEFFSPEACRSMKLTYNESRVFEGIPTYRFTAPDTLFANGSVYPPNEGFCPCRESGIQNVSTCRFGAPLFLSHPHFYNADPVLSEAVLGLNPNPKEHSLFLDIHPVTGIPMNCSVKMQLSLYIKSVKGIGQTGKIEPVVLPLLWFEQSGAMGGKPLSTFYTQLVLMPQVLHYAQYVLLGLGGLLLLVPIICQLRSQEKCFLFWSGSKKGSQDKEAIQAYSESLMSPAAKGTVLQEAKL
HTR5A ag ctr: HTR5A agonism, opioid heterodimer counter-screen | 340,000 tested, 0.61% active | AID 504692 | P47898 | activation, % at 9.3 µM | HTR5A agonist assay, luminescence, cell-based; in the data active means activation mostly above about 9.5%, no sharp cut-off; inactive means mostly below about 7.6%;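 further: 0% = cells with vehicle only and 100% = reference agonist; strong numbers were not always called active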
Wnt act: activators of Wnt/beta-catenin signaling; Wnt/beta-catenin reporter cell assay, activator, plate reader; 300,000 tested, 1.2% active; activation, % at 9.35 µM; AID 743398; in the data active means activation above about 30%, passing the limit was not always enough;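 further: 0% = neutral control wells and 100% = positive control wells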
HTR5A inv ctr: HTR5A inverse agonism, opioid heterodimer counter-screen; 340,000 tested, 0.083% active; inhibition, % at 9.3 µM; HTR5A cell line, luminescence; P47898; in the data active means inhibition mostly above about 23%, no sharp cut-off; inactive means mostly below about 18%;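 further: 0% = cells with DMSO and 100% = no-cell wells with DMSO; some compounds called inactive have numbers as strong as hits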
dFosB activator: enhances mouse delta FosB homodimer DNA binding. P13346. purified delta FosB, TAMRA-CDK5 oligo fluorescence polarization; percent of positive-control signal above neutral wells. activation, % at 25 µM. 340,000 tested, 0.99% active. AID 493131;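 active means mean activation above about 17%, with every replicate also reaching it, limit read from the data, passing the limit was not always enough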;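 further: fluorescence polarization rise as delta FosB binds a TAMRA Cdk5 AP-1 oligo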
Target sequence (P13346 whole entry, looked up): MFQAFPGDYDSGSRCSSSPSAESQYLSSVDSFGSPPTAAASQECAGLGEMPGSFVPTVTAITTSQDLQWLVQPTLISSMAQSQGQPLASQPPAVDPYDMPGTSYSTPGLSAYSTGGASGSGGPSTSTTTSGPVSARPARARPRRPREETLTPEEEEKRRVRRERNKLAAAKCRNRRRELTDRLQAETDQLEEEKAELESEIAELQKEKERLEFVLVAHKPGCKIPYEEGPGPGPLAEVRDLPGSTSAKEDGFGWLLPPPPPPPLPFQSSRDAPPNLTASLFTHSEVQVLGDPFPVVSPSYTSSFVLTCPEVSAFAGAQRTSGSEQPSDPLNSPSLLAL
NSD2 inh: blocks human histone methyltransferase NSD2 | 310,000 tested, 0.54% active | inhibition, % at 12.5 µM | NSD2 peptide methylation, AlphaScreen, 120 min | O96028; in the data active means inhibition above about 50%
PvdQ inh: blocks Pseudomonas aeruginosa PvdQ acylase activity; purified PvdQ acylase, fluorescence plate reader; inhibition, % at 10 µM; 340,000 tested, 0.063% active; in the data active means inhibition above about 30%, passing the limit was not always enough;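 further: 0% = vehicle neutral wells and 100% = reference inhibitor wells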
V-ATPase pHluor: yeast V-ATPase proton transport regulation by pHLuorin; response, % at 10 µM; S. cerevisiae, pHLuorin cytosolic pH fluorescence; AID 504577; 350,000 tested, 0.37% active; in the data active means response mostly above about 7.3%, no sharp cut-off; inactive means mostly below about 5.4%; further: actives read high; inactives centre near 0; some compounds called inactive have numbers as strong as hits; reference of the scale not given here
MITF act: increases MITF-driven TRPM1 promoter luciferase signal; SK-MEL-5 TRPM1-promoter luciferase, 24 h; % of positive control, neutral wells = 0; activation, % at 12.5 µM; 300,000 tested, 0.75% active; AID 588334;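 active means mean activation of at least 80% with every replicate also reaching 80%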;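 further: 0% = neutral control wells and 100% = parthenolide positive control wells; values of inactives mirror those of a sister screen read the other way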
* marks the source's active call; other numbers are inactive results; · = no result given.

SMILES	CDK5 inh	SR-BI DiI inh	HTR5A ag ctr	Wnt act	HTR5A inv ctr	dFosB activator	NSD2 inh	PvdQ inh	V-ATPase pHluor	MITF act
O=C1CCc2cc(S(=O)(=O)NCc3ccccc3)cc3c2N1CC3	2.2	10	-3	-1	7	-2	1	-6	1	3
CC1=NN(Cc2ccccc2)C(=O)C1C(c1ccncc1)C(C#N)C#N (stereo not drawn)	0.3	·	-3	-1	13	-5	3	6	2	-5
CC12CCC(=O)N1C(C(=O)NNC(=O)COc1cccc(C(F)(F)F)c1)CS2 (stereo not drawn)	0.0	-1	-7	13	20	4	-4	-18	5	-2
Cc1ccc(-n2c(SCC(=O)O)nc3c(sc(=S)n3-c3ccc(C)c(C)c3)c2=O)cc1	1.6	-2	5	-1	-17	-13	2	-26	2	8
O=C(N/C(=C/C=C/c1ccccc1)C(=O)N1CCOCC1)c1ccccc1Br	-0.7	-13	0	1	1	-4	-1	0	0	-11
C/C(=N\NC(=O)c1ccccc1O)c1cccc(NC(=O)c2ccccc2)c1	-1.1	-3	2	2	-7	-11	·	-12	-3	-10
O=C1C=CC(=O)N1c1ccc(OC(F)F)cc1	-0.9	0	4	-2	-9	-6	·	13	0	-35
CCOc1cc(C(=O)NCCCn2ccnc2)cc(OCC)c1OCC	0.2	-18	4	-4	-6	3	1	-13	-2	-19
COc1ccc(OCc2nnc3n2N=C(c2ccc(C)cc2)CS3)cc1	0.5	-18	-1	-1	2	-13	·	-18	4	6
CC(NC(=O)c1ccc2c(c1)OCO2)c1cccc(C(F)(F)F)c1 (stereo not drawn)	-1.0	-3	-2	-3	-4	-1	-4	-15	6	-5
Cc1nc2ccccc2c(=O)n1Nc1cccc(Cl)c1	0.1	24	-1	-5	-7	-9	-3	8	0	-3
OCCC1CN(Cc2ccc(F)cc2)CCN1CCCc1ccccc1 (stereo not drawn)	-1.6	-13	6	-1	-12	-7	2	0	5	-3
COc1ccc(-c2noc(Cc3ccccc3OC)n2)cc1	-3.4	28	7	·	-8	-1	·	-9	-1	32
CCOC(=O)C1=NNC2(c3ccc(Cl)cc3)C(=O)N(c3ccc(C)cc3)C(=O)C12 (stereo not drawn)	-1.0	8	1	·	-4	-7	0	3	-1	6
COc1cccc(/C=C2/Sc3ccc(C(=O)NCCCN4CCCC4)cc3NC2=O)c1	20	-3	-8	1	-4	37*	19	-12	-4	-54
O=C(CSC1=NC(=O)C(Cc2ccccc2)C(=O)N1)Nc1ncc(Br)cc1Br (stereo not drawn)	1.3	-3	-2	1	5	-4	-3	-6	0	11
COCCNC(=S)N=Nc1c(O)[nH]c2c(C)cc(C)cc12	0.9	-6	2	-1	-25	-18	0	-9	-4	-8
O=C(NCCc1ccccc1)C1CCCN1S(=O)(=O)c1ccccc1 (stereo not drawn)	0.7	-20	·	0	·	-2	-1	-8	0	2
COc1cc(CN2CCN(Cc3ccc([N+](=O)[O-])cc3)CC2)c([N+](=O)[O-])cc1OC	-0.1	-9	15*	-2	-16	-5	7	-11	4	-8
Cc1c(CC(=O)N[C@@H](C)C(=O)O)c(=O)oc2cc3c(cc12)CCC(C)(C)O3	-0.7	·	3	2	-13	-4	1	9	0	5
Cc1ccc2c(c1)NC(=O)C(CC(=O)NC1CCCCC1C)O2 (stereo not drawn)	2.1	-5	1	-2	-3	-6	·	-12	-1	4
C#CCOCCOCCOCCNc1nc(N2CCN(C(=O)[C@H](CC(N)=O)n3cc(C(N)[C@@H](C)CC)nn3)CC2)nc(N2CCN(C(=O)[C@H](CCCCN)n3cc([C@@H](N)CC(N)=O)nn3)CC2)n1 (stereo partly drawn)	2.1	-2	1	-4	-17	0	·	8	5	0
Cc1ccc(O)c(NC(=O)c2ccc3c(c2)C(=O)N(Cc2ccco2)C3=O)c1	0.2	-14	7	-1	1	-8	2	-2	-5	-3
Cc1ccc(-n2c(-c3cnccn3)n[nH]c2=S)c(Br)c1	0.6	-18	-5	-3	15	0	·	-7	-2	8
O=c1oc(Cl)c(Cl)c2ccccc12	-0.5	-12	4	-2	8	2	·	-2	-2	-89
CC(=NNC(=S)Nc1ccccc1Cl)c1ccccn1	1.1	50	0	-13	-1	-14	9	3	-5	-46
COc1ccc2sc(-c3ccc(SC)cc3)c(C#CCO)c2c1	-0.4	65	2	-13	-5	-19	·	-27	8	30
O=c1[nH]nc(SCc2nnc(-c3ccc([N+](=O)[O-])cc3)o2)n1C1CCCCC1	-1.3	-14	9	-1	1	4	-1	-10	8	-5
COc1cc(C(=O)NCC(c2ccco2)N2CCCC2)ccc1OCc1ccc(Cl)cc1Cl (stereo not drawn)	1.4	66	8	-20	-8	11	3	-11	1	·
Cc1ccc2nc(N3CCN(C(=O)c4ccc(F)cc4)CC3)c(C#N)cc2c1	0.9	-39	0	0	1	-11	48	-8	0	-23
O=C(CSc1nnc(-c2cccs2)n1-c1ccccc1)N1CCOCC1	1.0	-8	-4	-1	6	4	-2	-2	-1	1
CC(=O)N1CCN(c2ccc(NCc3ccc(F)cc3)cc2)CC1	0.8	-9	5	-2	-14	4	·	-21	-3	-4
N#Cc1ccc(CSc2ccc(S(=O)(=O)N3CCCC3)cn2)cc1	1.9	0	3	-3	-6	1	-4	4	2	8
CC(Nc1c([N+](=O)[O-])c(=O)oc2ccccc12)c1ccccc1 (stereo not drawn)	0.5	-13	7	-1	-19	-11	0	6	5	-20
CCc1nnc(NC(=O)CC23CC4CC(CC(C4)C2)C3)s1	2.0	-18	-1	1	-15	-7	·	3	1	·
Cc1ccc(C(=O)OCC(=O)N2CCC(Cc3ccccc3)CC2)cc1N	0.0	6	1	-1	-3	0	-1	0	1	9
O=C(N/N=C/c1cccc(NC(=O)c2ccc(Cl)cc2)c1)c1cccc(O)c1	0.5	50	7	27	-19	14	24	-11	2	35
CCCCOc1c(Cl)cc(CNC(C)(C)CO)cc1OCC	-1.0	13	-1	-2	-23	9	·	15	0	12
CCn1c2ccccc2c2nnc(SCCN3CCOCC3)nc21	-0.4	-1	-4	0	15	-2	2	-1	-4	·
CCn1c(SCC(=O)NCc2ccc3c(c2)OCO3)nnc1-c1cccs1	-1.8	7	4	·	-2	-3	0	8	0	4

Part of the list above, as labelled records.
> CCc1nnc(NC(=O)CC23CC4CC(CC(C4)C2)C3)s1
  CDK5 inh: 2.0
  SR-BI DiI inh: -18
  HTR5A ag ctr: -1
  Wnt act: 1
  HTR5A inv ctr: -15
  dFosB activator: -7
  NSD2 inh: ·
  PvdQ inh: 3
  V-ATPase pHluor: 1
  MITF act: ·

> Cc1ccc(C(=O)OCC(=O)N2CCC(Cc3ccccc3)CC2)cc1N
  CDK5 inh: 0.0
  SR-BI DiI inh: 6
  HTR5A ag ctr: 1
  Wnt act: -1
  HTR5A inv ctr: -3
  dFosB activator: 0
  NSD2 inh: -1
  PvdQ inh: 0
  V-ATPase pHluor: 1
  MITF act: 9

> O=C(N/N=C/c1cccc(NC(=O)c2ccc(Cl)cc2)c1)c1cccc(O)c1
  CDK5 inh: 0.5
  SR-BI DiI inh: 50
  HTR5A ag ctr: 7
  Wnt act: 27
  HTR5A inv ctr: -19
  dFosB activator: 14
  NSD2 inh: 24
  PvdQ inh: -11
  V-ATPase pHluor: 2
  MITF act: 35

> CCCCOc1c(Cl)cc(CNC(C)(C)CO)cc1OCC
  CDK5 inh: -1.0
  SR-BI DiI inh: 13
  HTR5A ag ctr: -1
  Wnt act: -2
  HTR5A inv ctr: -23
  dFosB activator: 9
  NSD2 inh: ·
  PvdQ inh: 15
  V-ATPase pHluor: 0
  MITF act: 12

Complete entries as entered above. Values in the order: CDK5 inh | SR-BI DiI inh | HTR5A ag ctr | Wnt act | HTR5A inv ctr | dFosB activator | NSD2 inh | PvdQ inh | V-ATPase pHluor | MITF act
Profile of `Cc1ccc(C(=O)OCC(=O)N2CCC(Cc3ccccc3)CC2)cc1N` → 0.0 | 6 | 1 | -1 | -3 | 0 | -1 | 0 | 1 | 9
Profile of `N#Cc1ccc(CSc2ccc(S(=O)(=O)N3CCCC3)cn2)cc1` → 1.9 | 0 | 3 | -3 | -6 | 1 | -4 | 4 | 2 | 8

Next part
| SMILES | CDK5 inh | SR-BI DiI inh | HTR5A ag ctr | Wnt act | HTR5A inv ctr | dFosB activator | NSD2 inh | PvdQ inh | V-ATPase pHluor | MITF act |
| --- | --- | --- | --- | --- | --- | --- | --- | --- | --- | --- |
| CCC(C)NCCOCCOc1cc(C)c(Cl)c(C)c1 (stereo not drawn) | 1.1 | -7 | 12* | -3 | 4 | -2 | 7 | 2 | 0 | 4 |
| Cc1sc2ncnc(SCC(=O)NNC(=O)COc3cccc4ccccc34)c2c1C | 0.2 | 21 | 0 | · | 5 | 9 | -1 | -3 | 0 | -9 |
| Cc1c(Br)cc(C(=O)OC2CCN(C)CC2)c(C)c1C | -0.3 | 13 | -3 | · | 6 | -12 | 5 | -8 | -1 | 35 |
| COc1cc(/C=N/n2c(C)n[nH]c2=S)ccc1OCc1ccccc1 | 2.1 | -4 | -4 | 11 | -8 | 3 | 0 | -15 | 0 | 5 |
| COc1ccc(CN2C(=O)CN=C2Nc2cccc(C)c2C)cc1 | 1.5 | · | 1 | · | -6 | 2 | -1 | -9 | -2 | 4 |
| COCCNc1ccc(-c2n[nH]c(=O)c3ccccc23)cc1[N+](=O)[O-] | -1.1 | 11 | 3 | 0 | -9 | -6 | -2 | -14 | 1 | 20 |
| CCCc1cc(=O)[nH]c(SCC(=O)N2CCc3ccccc32)n1 | 0.9 | -12 | -3 | -4 | -9 | -12 | -2 | -8 | -2 | 4 |
| CCOc1ccc(NC(=O)CCN2C(=O)C3CCCCC3C2=O)cc1OCC (stereo not drawn) | -0.6 | 3 | 5 | 1 | -1 | -1 | -1 | -6 | 1 | 2 |
| C/C(CC(=O)Nc1cc(C)ccn1)=N\NC(=O)c1ccc(C(C)(C)C)cc1 | -0.3 | 3 | -2 | -3 | -17 | -4 | -2 | -5 | -2 | 1 |
| CC(C)COC(=O)c1ccc2c(c1O)C(=O)c1ccccc1C2=O | 0.4 | -23 | 5 | 29 | -43 | -4 | 2 | 3 | 0 | · |
| Cn1c(CC(=O)NN)c(Sc2ccccc2)c2ccccc21 | 1.2 | 5 | 1 | -1 | -3 | -3 | -2 | -19 | 3 | -2 |
| COc1ccc(CCNC(=O)CCCn2nc(C)c([N+](=O)[O-])c2C)cc1OC | 0.9 | · | 1 | -2 | -26 | -7 | -4 | -4 | 2 | 2 |
| COc1ccc(Br)cc1/C=N/NC(=O)c1ccc(COc2ccc3c(c2)CCC3)o1 | -0.8 | 54 | -1 | -2 | 0 | -11 | 43 | -11 | 5 | 21 |
| O=C(NCc1ccccc1CN1CCCC1)c1cc2cc(Cl)ccc2o1 | 0.1 | 21 | -3 | -2 | 12 | -14 | · | -11 | 1 | 60 |
| Cc1cccc(-c2noc(CCCC(=O)N3CCOCC3)n2)c1 | -1.0 | 12 | 9.8* | · | -2 | -6 | 7 | -9 | -1 | -3 |
| Brc1ccsc1/C=N/Nc1ccccc1 | 1.8 | -2 | -3 | 41* | 3 | -3 | 0 | -6 | -1 | · |
| COc1ccc(S(=O)(=O)Nc2c(C)n(C)n(-c3ccccc3)c2=O)c(Cl)c1Cl | 0.7 | -19 | -2 | -2 | 6 | 0 | -15 | 1 | 1 | · |
| CCOC(=O)c1c(-c2ccccc2)oc2ccc(O)c(CN(C)C)c12 | -0.9 | -6 | -2 | -14 | 5 | -14 | · | -11 | 1 | · |

Source: PubChem (several laboratories)

Random draw from the library; any-hit rate near 5%.
